GPR55 antagonists = inhibition of LPI-stimulated GPR55 beta-arrestin translocation – imaging, U2OS, beta-arrestin-GFP, LPI agonist, primary screen (AID 2013); actives 0.13% (n = 290,000); inhibition, % at 10 µM; hits with a dose series show IC50 in µM; U2OS GPR55 beta-arrestin-GFP translocation imaging, LPI antagonism; higher % means a stronger effect;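 active means spots per cell inhibited over 60%, with over 100 cells counted and total cytoplasm intensity under 500,000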;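 further: U2OS cells stably carrying GPR55 and arrestin-GFP stimulated by 5 µM LPI near EC80; imaged beta-arrestin-GFP aggregate spots per cell after agonist stimulation; plate controls were LPI-stimulated DMSO wells for no effect and DMSO wells without LPI for full effect; some results filed as inactive read as strong as hits; confirmed hits need IC50 under 10 µM and bright autofluorescent wells are also inconclusive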
West Nile antiviral = West Nile virus antiviral activity, cell-based, CPE readout (AID 1621). West Nile virus-infected cells, CPE inhibition; higher % means a stronger effect. CPE inhibition, % at 10 µM; hits with a dose series show IC50 in µM. actives 0.02% (n = 290,000); in the data active means a potency from the dose series; further: strong numbers were not always called active
HIV fusion peptide = cell-free HIV fusion peptide-binding blockers – biochemical, uHTS, fluorescence dequenching, primary screen (AID 1986); cell-free peptide binding, fluorescence dequenching, 30 min; higher % means a stronger effect; one-dose inhibition, % at 20 µM; IC50 in µM for titrated hits; actives 0.3% (n = 290,000); in the data active means inhibition mostly above about 52%, no sharp cut-off; inactive means mostly below about 76%; further: some results filed as inactive read as strong as hits
GPR55 activation = GPR55 agonists via beta-arrestin recruitment, primary screen, imaging, U2OS cells, beta-arrestin-GFP redistribution (AID 1961). U2OS GPR55 beta-arrestin-GFP redistribution imaging; higher % means a stronger effect. activation, % at 10 µM; hits with a dose series show EC50 in µM. actives 0.048% (n = 290,000);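 active means activation above 40% with more than 50 cells counted in the well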;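 further: U2OS osteosarcoma cells stably expressing GPR55 and beta-arrestin-GFP; plate controls were DMSO negative control for no effect and LPI positive control for full effect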
NOD1 inhibition = inhibition of NOD1-driven NF-kB reporter – cell-based, luminescence, uHTS, primary screen (AID 1578); actives 1% (n = 290,000); one-dose inhibition, % at 4 µM; EC50 in µM for titrated hits; NOD1-driven NF-kB luciferase reporter cells, luminescence; higher % means a stronger effect; in the data active means inhibition mostly above about 36%, no sharp cut-off; inactive means mostly below about 34%;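 further: HEK-293T reporter cells stimulated with the NOD1 agonist gamma-tri-DAP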
KOR beta-arrestin-1 = kappa opioid receptor activators – cell-based, luminescence, uHTS, primary screen (AID 1777); KOR beta-arrestin recruitment, luminescence; higher % means a stronger effect; activation, % at 10 µM, or EC50 in µM where a hit was titrated; actives 0.02% (n = 280,000); in the data active means activation above about 50%, passing the limit was not always enough; further: a part of the inactive calls stands beside numbers as strong as those of hits
Dengue-2 NS5 capping = Dengue-2 NS5 methyltransferase inhibitors, primary screen, biochemical, confirmation dose response (AID 588689) | Dengue-2 NS5 methyltransferase capping enzyme assay, biochemical; higher % means a stronger effect | inhibition, % at 25 µM; hits with a dose series show IC50 in µM | actives 0.3% (n = 340,000); in the data active means a potency from the dose series
KOR beta-arrestin-2 = KOR antagonists, beta-arrestin recruitment, cell-based, luminescence, uHTS (AID 1778); KOR beta-arrestin recruitment, luminescence, antagonist mode; higher % means a stronger effect; one-dose inhibition, % at 10 µM; IC50 in µM for titrated hits; actives 0.091% (n = 290,000); in the data active means inhibition above about 50%; further: strong numbers were not always called active
GPR35 arrestin U2OS = inhibition of zaprinast-stimulated GPR35 beta-arrestin translocation – imaging, U2OS, beta-arrestin-GFP, zaprinast agonist, primary screen (AID 2058) | U2OS GPR35 beta-arrestin-GFP translocation imaging, zaprinast antagonism; higher % means a stronger effect | inhibition, % at 10 µM; hits with a dose series show IC50 in µM | actives 0.052% (n = 290,000);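 active means inhibition of at least 50% with at least 30 cells and total cytoplasm GFP at most 10,000,000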
Active calls of the source: *; [ ] = another dose, or the depositor's remark.

What do the screens show for `O=S(=O)(c1ccc(F)cc1)N1CCN(CCc2ccccc2)CC1`?
GPR55 antagonists: -15.4%; West Nile antiviral: -0.9%; HIV fusion peptide: -0.4%; GPR55 activation: 0.5%; NOD1 inhibition: 0.7%; KOR beta-arrestin-1: 6.3%; Dengue-2 NS5 capping: -3.1%; KOR beta-arrestin-2: -16.6%; GPR35 arrestin U2OS: 11.8%

What do the screens show for `CSC1=NCCN1C(=O)c1ccc(C)cc1`?
GPR55 antagonists: 3.0%; West Nile antiviral: -0.6%; HIV fusion peptide: -1.0%; GPR55 activation: 0.2%; NOD1 inhibition: -6.5%; KOR beta-arrestin-1: -1.9%; Dengue-2 NS5 capping: 3.0%; KOR beta-arrestin-2: -0.7%[20 µM]; GPR35 arrestin U2OS: -13.5%

What do the screens show for `Cn1nnnc1SCC(=O)Nc1ccc(N2CCOCC2)cc1`?
GPR55 antagonists: 1.2%; West Nile antiviral: 0.5%; HIV fusion peptide: -0.5%; GPR55 activation: -0.1%; NOD1 inhibition: -8.0%; KOR beta-arrestin-1: 5.5%; Dengue-2 NS5 capping: 2.4%; KOR beta-arrestin-2: -30.0%; GPR35 arrestin U2OS: 11.2%

What do the screens show for `O=C(CSc1nncs1)NC(=O)NCc1ccco1`?
GPR55 antagonists: -2.0%; West Nile antiviral: 0.3%; HIV fusion peptide: -2.2%; GPR55 activation: -0.2%; NOD1 inhibition: -34.8%; KOR beta-arrestin-1: -2.2%; Dengue-2 NS5 capping: -8.7%; KOR beta-arrestin-2: 1.5%; GPR35 arrestin U2OS: 4.2%

How did O=C(CCCn1c(=O)[nH]c2cc(Cl)ccc2c1=O)NCCCN1CCCC1=O do in these assays?
GPR55 antagonists: 8.3%; West Nile antiviral: 0.4%; HIV fusion peptide: -0.8%; GPR55 activation: 0.2%; NOD1 inhibition: 21.4%; KOR beta-arrestin-1: 3.0%; Dengue-2 NS5 capping: 13.7%; KOR beta-arrestin-2: -3.9%; GPR35 arrestin U2OS: 4.0%

Results for COC(=O)c1ccc(Oc2cc(C)nc(NCc3ccccc3)n2)cc1 ?
GPR55 antagonists: 2.0%; West Nile antiviral: 0.7%; HIV fusion peptide: 0.5%; GPR55 activation: -0.1%; NOD1 inhibition: 7.0%; KOR beta-arrestin-1: -3.4%; Dengue-2 NS5 capping: -1.6%; KOR beta-arrestin-2: 3.5%; GPR35 arrestin U2OS: 1.5%

Results for CCOC(=O)/C(C#N)=C/Nc1cc(C(C)(C)C)sc1C(C)=O ?
GPR55 antagonists: -0.1%; West Nile antiviral: -0.6%; HIV fusion peptide: 2.3%; GPR55 activation: 0.2%; NOD1 inhibition: -9.8%; KOR beta-arrestin-1: -1.3%; Dengue-2 NS5 capping: -3.8%; KOR beta-arrestin-2: -12.6%; GPR35 arrestin U2OS: -10.6%

What do the screens show for `O=C(O)CC(NC(=O)Cc1ccccc1)c1ccccc1` (stereo unspecified)?
GPR55 antagonists: 8.5%; West Nile antiviral: -0.1%; HIV fusion peptide: -0.9%; GPR55 activation: 1.3%; NOD1 inhibition: -23.2%; KOR beta-arrestin-1: -3.2%; Dengue-2 NS5 capping: -4.7%; KOR beta-arrestin-2: 13.5%; GPR35 arrestin U2OS: 5.5%

Results for Cc1ccc2c(c1)N(CC(=O)c1cccc(Cl)c1)C(=O)C(C)O2 (stereo unspecified) ?
GPR55 antagonists: -0.6%; West Nile antiviral: -0.7%; HIV fusion peptide: 19.1%; GPR55 activation: -0.1%; NOD1 inhibition: -20.8%; KOR beta-arrestin-1: 6.4%; Dengue-2 NS5 capping: 0.7%; KOR beta-arrestin-2: 6.4%; GPR35 arrestin U2OS: 4.2%

Results for CCOC(=O)C1CCN(C(=O)Cc2ccc(-c3ccccc3)cc2)CC1 ?
GPR55 antagonists: 4.3%; West Nile antiviral: -0.4%; HIV fusion peptide: 1.3%; GPR55 activation: -0.4%; NOD1 inhibition: -6.3%; KOR beta-arrestin-1: 4.5%; Dengue-2 NS5 capping: 3.5%; KOR beta-arrestin-2: -42.2%[20 µM]; GPR35 arrestin U2OS: -14.9%

What do the screens show for `Nc1nc(-c2nc3ccccc3[nH]2)cs1`?
GPR55 antagonists: 12.4%; West Nile antiviral: 0.4%; HIV fusion peptide: -1.6%; GPR55 activation: 0.0%; NOD1 inhibition: -32.2%; KOR beta-arrestin-1: -2.2%; Dengue-2 NS5 capping: 0.0%; KOR beta-arrestin-2: 25.0%; GPR35 arrestin U2OS: -1.2%

How did CCc1nnc(NC(=O)CSc2nnc(-c3ccncc3)n2C)s1 do in these assays?
GPR55 antagonists: 6.0%; West Nile antiviral: 0.2%; HIV fusion peptide: -1.6%; GPR55 activation: 0.1%; NOD1 inhibition: -25.6%; KOR beta-arrestin-1: -5.8%; Dengue-2 NS5 capping: 2.4%; KOR beta-arrestin-2: -10.2%; GPR35 arrestin U2OS: 3.5%

Quoted at random: two entries already listed
What do the screens show for `O=S(=O)(c1ccc(F)cc1)N1CCN(CCc2ccccc2)CC1`?
GPR55 antagonists: -15.4%; West Nile antiviral: -0.9%; HIV fusion peptide: -0.4%; GPR55 activation: 0.5%; NOD1 inhibition: 0.7%; KOR beta-arrestin-1: 6.3%; Dengue-2 NS5 capping: -3.1%; KOR beta-arrestin-2: -16.6%; GPR35 arrestin U2OS: 11.8%

What do the screens show for `Nc1nc(-c2nc3ccccc3[nH]2)cs1`?
GPR55 antagonists: 12.4%; West Nile antiviral: 0.4%; HIV fusion peptide: -1.6%; GPR55 activation: 0.0%; NOD1 inhibition: -32.2%; KOR beta-arrestin-1: -2.2%; Dengue-2 NS5 capping: 0.0%; KOR beta-arrestin-2: 25.0%; GPR35 arrestin U2OS: -1.2%

Continuation.
How did Cc1cccc(-n2cnc3sc(C)c(C)c3c2=O)c1 do in these assays?
GPR55 antagonists: 1.0%; West Nile antiviral: 0.1%; HIV fusion peptide: -1.0%; GPR55 activation: 0.1%; NOD1 inhibition: 1.1%; KOR beta-arrestin-1: 5.2%; Dengue-2 NS5 capping: 3.1%; KOR beta-arrestin-2: -2.1%; GPR35 arrestin U2OS: 1.7%

Results for CCC(=O)N1c2ccccc2NC2=C(C(=O)CC(c3ccco3)C2)C1c1ccco1 (stereo unspecified) ?
GPR55 antagonists: 18.4%; West Nile antiviral: 2.0%; HIV fusion peptide: 11.6%; GPR55 activation: -0.1%; NOD1 inhibition: -8.0%; KOR beta-arrestin-1: -8.3%; Dengue-2 NS5 capping: 2.8%; KOR beta-arrestin-2: 23.5%; GPR35 arrestin U2OS: -8.9%

Results for COC(=O)C(NS(=O)(=O)c1ccccc1Cl)c1ccccc1 (stereo unspecified) ?
GPR55 antagonists: 0.9%; West Nile antiviral: -0.1%; HIV fusion peptide: 1.6%; GPR55 activation: -0.1%; NOD1 inhibition: -36.1%; KOR beta-arrestin-1: -3.2%; KOR beta-arrestin-2: -46.9%[20 µM]; GPR35 arrestin U2OS: -4.2%

What do the screens show for `COc1ccc(Br)cc1S(=O)(=O)Nc1ncccc1C`?
GPR55 antagonists: 0.4%; West Nile antiviral: 0.8%; HIV fusion peptide: 0.1%; GPR55 activation: 0.1%; NOD1 inhibition: -24.0%; KOR beta-arrestin-1: 2.3%; Dengue-2 NS5 capping: -8.4%; KOR beta-arrestin-2: -7.5%; GPR35 arrestin U2OS: -18.1%

How did O=C(NCCCN1CCOCC1)c1cc2nc(-c3ccco3)cc(C(F)(F)F)n2n1 do in these assays?
GPR55 antagonists: 2.4%; West Nile antiviral: -0.5%; HIV fusion peptide: -2.0%; NOD1 inhibition: -23.8%; KOR beta-arrestin-1: 1.4%; Dengue-2 NS5 capping: -1.6%; KOR beta-arrestin-2: 11.9%; GPR35 arrestin U2OS: 8.1%

How did Cc1ccc(-n2c(C)cc(C(=O)COC(=O)c3ccc[nH]c3=O)c2C)cc1C do in these assays?
GPR55 antagonists: -12.1%; West Nile antiviral: -1.1%; HIV fusion peptide: -1.9%; GPR55 activation: -0.2%; NOD1 inhibition: -10.1%; KOR beta-arrestin-1: 12.3%; Dengue-2 NS5 capping: 4.4%; KOR beta-arrestin-2: 8.9%; GPR35 arrestin U2OS: -8.0%

How did CC(=O)Nc1c2c(nn1-c1ccccc1C)CS(=O)(=O)C2 do in these assays?
GPR55 antagonists: 3.6%; West Nile antiviral: 0.0%; HIV fusion peptide: 0.5%; GPR55 activation: 0.0%; NOD1 inhibition: -5.8%; KOR beta-arrestin-1: -6.2%; Dengue-2 NS5 capping: -1.3%; KOR beta-arrestin-2: -8.1%; GPR35 arrestin U2OS: 6.7%

How did COc1cc([N+](=O)[O-])ccc1NC(=O)/C=C/C(=O)O do in these assays?
GPR55 antagonists: -5.3%; West Nile antiviral: 0.1%; HIV fusion peptide: 1.1%; GPR55 activation: -0.4%; NOD1 inhibition: -9.0%; KOR beta-arrestin-1: 17.7%; Dengue-2 NS5 capping: -9.2%; KOR beta-arrestin-2: -17.9%; GPR35 arrestin U2OS: 1.3%

Results for COc1cccc(CN2CC(C(=O)NCCc3ccc(C)o3)CCC2=O)c1 (stereo unspecified) ?
GPR55 antagonists: -7.2%; West Nile antiviral: -1.3%; HIV fusion peptide: 0.4%; GPR55 activation: -0.1%; NOD1 inhibition: -14.4%; KOR beta-arrestin-1: -3.1%; Dengue-2 NS5 capping: -5.9%; KOR beta-arrestin-2: 24.0%; GPR35 arrestin U2OS: -0.2%

How did Cn1ncc(Br)c1C(=O)NC1CCCCC1 do in these assays?
GPR55 antagonists: 8.3%; West Nile antiviral: 0.3%; HIV fusion peptide: 2.0%; GPR55 activation: -0.1%; NOD1 inhibition: -55.5%; KOR beta-arrestin-1: 0.4%; Dengue-2 NS5 capping: -1.7%; KOR beta-arrestin-2: -50.7%; GPR35 arrestin U2OS: 17.1%

How did CCn1c(CNc2ccc(C(=O)O)cc2)nc2ccccc21 do in these assays?
GPR55 antagonists: 5.9%; West Nile antiviral: -0.7%; HIV fusion peptide: -0.4%; GPR55 activation: 0.0%; NOD1 inhibition: -12.7%; KOR beta-arrestin-1: -6.1%; Dengue-2 NS5 capping: -0.7%; KOR beta-arrestin-2: 5.4%; GPR35 arrestin U2OS: 13.4%

How did O=C(O)c1ccc(NC(=S)NCc2ccccc2)cc1 do in these assays?
GPR55 antagonists: 4.0%; West Nile antiviral: -0.4%; HIV fusion peptide: 1.5%; GPR55 activation: -0.2%; NOD1 inhibition: -21.2%; KOR beta-arrestin-1: -5.8%; Dengue-2 NS5 capping: 10.5%; KOR beta-arrestin-2: 9.5%[20 µM]; GPR35 arrestin U2OS: -9.6%

What do the screens show for `Cc1cc(O)c(C)c(O)c1/C=N/NC(=O)c1cccnc1`?
GPR55 antagonists: -8.4%; West Nile antiviral: 0.1%; HIV fusion peptide: 2.7%; GPR55 activation: 0.1%; NOD1 inhibition: 19.4%; KOR beta-arrestin-1: 3.8%; Dengue-2 NS5 capping: -8.2%; KOR beta-arrestin-2: -26.5%[20 µM]; GPR35 arrestin U2OS: -9.1%

Results for Cc1ncc(CO)c(/C=N/NC(=O)c2ccc(Br)cc2)c1O ?
GPR55 antagonists: 1.7%; West Nile antiviral: -0.5%; HIV fusion peptide: 12.9%; GPR55 activation: 0.1%; NOD1 inhibition: -15.1%; KOR beta-arrestin-1: 2.8%; KOR beta-arrestin-2: -11.6%; GPR35 arrestin U2OS: -17.0%

This is a subset, so the mix of outcomes need not match the whole.
